M. tuberculosis HTS: M. tuberculosis growth inhibition, HTS (AID 449762) | M. tuberculosis H37Rv growth inhibition, 7H9 media; higher % means a stronger effect | inhibition, % at 25 µM; hits with a dose series show IC50 in µM | 330,000 tested, 0.59% active; in the data active = a potency from the dose series; inconclusive = inhibition above about 70% without an active follow-up result;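 also: bacterial growth assessed after seven days of incubation; strong numbers were not always called active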
H1N1 NS1A inhibition: H1N1 influenza NS1A inhibitors, functional cell based assay (AID 504329) | one-dose inhibition, % at 12.5 µM; IC50 in µM for titrated hits | 340,000 tested, 0.3% active | NS1A functional cell-based assay, percent inhibition; higher % means a stronger effect; in the data active = a potency from the dose series; inconclusive = inhibition above about 27% without an active follow-up result; also: strong numbers were not always called active
tuberculosis growth: growth inhibition of non-replicating M. tuberculosis (AID 488890). Mycobacterium tuberculosis non-replicating, growth inhibition; higher % means a stronger effect. one-dose inhibition, % at 25 µM; IC50 in µM for titrated hits. 320,000 tested, 0.39% active; in the data active = a potency from the dose series; inconclusive = inhibition mostly from about 82% at the one dose, without a potency; inactive = the rest, 99 in 100 with inhibition below about 76%;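 also: plate controls were DMSO cells for no effect and high antibiotic wells for full effect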
Salmonella PhoP GFP: PhoP regulon inhibitors, Salmonella typhi PhoP promoter GFP reporter, confirmatory (AID 1850); Salmonella Typhi PhoP-promoter GFP reporter, fluorescence, 4 h; higher % means a stronger effect; 310,000 tested, 0.33% active; one-dose inhibition, % at 50 µM; IC50 in µM for titrated hits; in the data active = a potency from the dose series; inconclusive = inhibition mostly from about 25% at the one dose, without a potency; inactive = the rest, 99 in 100 with inhibition below about 19%;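 also: 0% = induced wells with vehicle and 100% = uninduced wells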
VEEV TC-83 Vero: inhibitors of VEEV TC-83 cytopathic effect, confirmation, Vero cells (AID 588727). Vero cells, VEEV TC-83 cytopathic effect inhibition; higher % means a stronger effect. one-dose inhibition, % at 20 µM; IC50 in µM for titrated hits. 350,000 tested, 0.13% active; in the data active = a potency from the dose series; inconclusive = inhibition mostly from about 14% at the one dose, without a potency; inactive = the rest, 99 in 100 with inhibition below about 12%; also: strong numbers were not always called active
VEEV TC-83 Vero 10K pilot screen: recorded beside VEEV TC-83 Vero, whose call it bears; inhibition, %; measured here: 10K pilot screen inhibition
* marks the source's active call; other numbers are inactive results; i = inactive; ? = inconclusive; . = not tested or not shown.

SMILES	M. tuberculosis HTS	H1N1 NS1A inhibition	tuberculosis growth	Salmonella PhoP GFP	VEEV TC-83 Vero	others
Cc1cc(C(=O)Nc2ccc(N3CCOCC3)cc2)c2ccccc2n1	-6%	4%	-4%	-10%	2.9%
C=CCn1c(SCC(=O)NC2CCCCC2)nnc1-c1cccnc1	-8%	16%	2%	1%	0.4%
CCCN(CCC)c1nc2c(C)cccn2c(=O)c1/C=C1/SC(=S)N(Cc2ccco2)C1=O	.	-13%	.	.	0.4%
CC1CN(C(=O)c2nn(C)cc2[N+](=O)[O-])CC(C)O1 (centres undefined)	-8%	-5%	-9%	-1%	0.7%
Cc1ccc(-c2noc(C3CCN(S(C)(=O)=O)CC3)n2)o1	0%	-1%	-12%	2%	i	VEEV TC-83 Vero 10K pilot screen=0.4
CCCOc1ccc(C2c3c(oc4ccccc4c3=O)C(=O)N2CCN(CC)CC)cc1OC (centres undefined)	6%	11%	1%	1%	1.8%
COC(=O)c1ccsc1NC(=O)CCS(=O)(=O)c1ccc(Cl)cc1	-2%	-5%	57%	2%	?
CC(=O)c1cccc(Oc2ncccn2)c1	3%	11%	-12%	-6%	i
O=C1NC(=Nc2ccccc2)SC1Cc1cccc(Cl)c1Cl (centres undefined)	-2%	-7%	25%	-8%	2.9%
O=C(CN1C(=O)C2(OCCO2)c2ccccc21)c1ccc(F)cc1	-1%	-28%	27%	-9%	1.6%
N/C(Cc1cccc2ccccc12)=N\OC(=O)c1cccs1	8%	-6%	61%	-4%	1.2%
CCOC(=O)c1ccc(NC(=O)c2c(NC(=O)CCC(=O)O)sc3c2CCCCC3)cc1	50%	.	29%	3%	5.2%
CN(C)/C=N/c1cc(=O)n(C)c(=O)n1CC1CC1	-4%	9%	-20%	-1%	0.2%	VEEV TC-83 Vero 10K pilot screen=0.3
Cc1noc(C)c1CSCC(=O)N(CCC(C)C)c1c(N)n(Cc2ccccc2)c(=O)[nH]c1=O	-6%	-6%	12%	-9%	7.3%
Cc1cc(C(=O)N/N=C/C=C/c2ccc(Br)cc2)n[nH]1	1%	-6%	-3%	-7%	2.1%
COc1ccc(N2C(=O)CN(Cc3cc(OC)c(OC)c(OC)c3)C2=S)cc1	-3%	-5%	8%	-2%	8.7%
O=C(C1CCN(S(=O)(=O)Cc2ccccc2)CC1)N1CCN(c2ncccn2)CC1	-15%	7%	-8%	6%	1.1%
COc1cccc(C2=Nc3cccc4cccc(c34)N2)c1	5%	14%	-3%	1%	0.3%
CC(=O)c1ccc(N2CCN(C(=O)c3cc(-c4cccnc4)nc4ccc(Br)cc34)CC2)cc1	13%	2%	12%	2%	11%
CC(C)(C)NC(=O)C1CCN(C(=O)c2ccco2)CC1	1%	10%	-6%	6%	3.1%
Cn1c(Cn2c(=O)sc3ccccc32)nnc1SCC(=O)N1CCc2ccccc21	-5%	-1%	-3%	3%	i
O=C(O)CSCC(=O)NCc1cccc(C(F)(F)F)c1	5%	-3%	19%	-3%	0.5%
Cc1cccc(C(=O)Nc2cc(NC(=O)c3cccs3)ccc2C)c1	1%	-4%	7%	-3%	0.2%
Fc1ccc(CN2CCN(C(c3ccccc3)c3ccccc3)CC2)cc1	10%	-3%	54%	-4%	i
O=C(O)CCC1(C(=O)O)OCCc2ccccc21 (centres undefined)	-2%	-3%	-9%	-2%	i

Further records.
SMILES	M. tuberculosis HTS	H1N1 NS1A inhibition	tuberculosis growth	Salmonella PhoP GFP	VEEV TC-83 Vero	others
O=Cc1ccc(OCc2ccc3c(c2)OCO3)cc1	-7%	-8%	70%	-6%	0.4%
COc1ccc(N2CCN(C(=O)CN3C(=O)NC(C)(c4ccc5ccccc5c4)C3=O)CC2)cc1 (centres undefined)	22%	12%	21%	.	5.7%
Cc1ccc2ncc([N+](=O)[O-])n2c1	0%	-6%	5%	1%	2.5%
COc1ccc(/C=C2/C(=O)OCc3cc(OC)c(OC)cc32)cc1	-6%	4%	0%	5%	2.2%
COc1ccc(-c2cc(C(=O)Nc3ccccc3SC)no2)cc1OC	.	0%	.	5%	2.1%
Cc1ccc(C)c(OC(=O)c2cccc(S(=O)(=O)N3CCN(C)CC3)c2)c1	-4%	-1%	22%	-4%	2.2%
O=C(Nc1ccc2c(c1)OCO2)N1CCCC1	-3%	1%	41%	-6%	1.9%
COCCCn1c(SC(C)C(=O)NC2CC2)nc2ccccc2c1=O (centres undefined)	-18%	-2%	-19%	-7%	5.1%
O=C1c2ccccc2C(Nc2ccc(S(=O)(=O)N3CCCCC3)cc2)N1c1ccccn1 (centres undefined)	4%	-9%	26%	2%	7.3%
O=C(O)/C=C\C(=O)Nc1ccccc1C(=O)NC1CCCCC1	-1%	6%	-8%	-3%	0.2%
COc1ccc(S(=O)(=O)N2CCCCCC2)cc1C(=O)N(C)Cc1ccco1	-1%	-4%	23%	6%	0.9%
COc1ccc(C(=O)Nc2ccc(NC(=O)c3ccccn3)cn2)cc1	.	10%	.	.	0.7%
CN(c1ccccc1)c1ccc([N+](=O)[O-])c2nonc12	?	25%	?	0%	i
COC(=O)c1sccc1NC(=O)Cn1cnc2c1c(=O)n(C)c(=O)n2C	-2%	-12%	-2%	1%	1.6%
CC(C)c1ccc(CNc2ccc([N+](=O)[O-])cn2)cc1	9%	-3%	78%	3%	i
CN(C(=O)Cn1cnc2sccc2c1=O)C1CCCCC1	-9%	-5%	2%	.	0.9%
CC(C)(C)OC(=O)n1cccc1/C=C1\c2ccccc2C(=O)N1c1ccccc1	.	-7%	.	.	3.8%
Nc1ccc(C(=O)Nc2nc3ccccc3s2)cc1	-1%	4%	.	8%	10%
Cc1cc(C)c[n+](-c2[nH]c(=O)sc2/C=N/NC([S-])=Nc2ccccc2)c1	5%	-1%	-12%	6%	0.5%	VEEV TC-83 Vero 10K pilot screen=1.6
Cc1ccc(NC(=O)Cn2cccc2C2=NC(c3ccccc3)CO2)c(C)c1 (centres undefined)	-7%	-4%	-7%	-3%	0.2%
Cc1ccn(CCC(=O)Nc2ccc(-c3ccno3)cc2)n1	63%	-3%	8%	1%	2.1%
C#CCOCCOCCOCCNc1nc(N2CCN(C(=O)[C@H](C)n3cc(CCC(=O)O)nn3)CC2)nc(N2CCN(C(=O)[C@H](Cc3ccc(O)cc3)n3cc(CCO)nn3)CC2)n1	.	5%	.	.	i
O=C(COC(=O)c1ccccc1OCc1ccc(Cl)cc1)NC1CC1	-9%	-5%	.	-6%	i
CCC(C)[C@H](NC(=O)Nc1ccc(C(C)=O)cc1)C(=O)OC (some centres undefined)	2%	-7%	-1%	1%	0.4%	VEEV TC-83 Vero 10K pilot screen=1.3
O=C(NCc1ccccc1)c1ccc2c(=O)n3c(nc2c1)CCCCC3	-5%	-8%	3%	14%	3.3%

Continued.
SMILES	M. tuberculosis HTS	H1N1 NS1A inhibition	tuberculosis growth	Salmonella PhoP GFP	VEEV TC-83 Vero	others
O=C(Nc1cccc([N+](=O)[O-])c1)Nc1cccc([N+](=O)[O-])c1	-2%	8%	29%	2%	0.4%
CCOc1ccc(C(=O)Nc2nnc(S(=O)(=O)N3CCCCC3)s2)cc1	1%	-6%	-6%	4%	0.6%
Cc1ccc(S(=O)(=O)N(C)C)cc1NC(=O)C(C)N(C)CCOc1ccc(Cl)cc1 (centres undefined)	2%	3%	21%	-4%	0.7%
CCOC(=O)N1CCN(C(=O)CSc2ncnc3sccc23)CC1	.	2%	.	.	3.4%
COc1ccc(CCN(C)C(=O)CNC(=O)c2ccccc2F)cc1OC	1%	-1%	-1%	9%	0.5%
Fc1ccc2nc3c(nc2c1)CCCC3	3%	-10%	0%	-2%	i
Cc1cc(C)nc(Sc2nc(Nc3ccccc3)nc(Sc3nc(C)cc(C)n3)n2)n1	-5%	-2%	18%	-7%	1.7%
CCN(CC)S(=O)(=O)c1ccc(NS(=O)(=O)c2cccs2)cc1	-6%	1%	-9%	7%	2.4%
COc1ccc(COC(=O)C2CCN(S(=O)(=O)c3ccc(C)cc3)CC2)cc1	5%	-13%	41%	2%	2.9%
Cc1cc(C)nc(NC(=NCCc2c[nH]c3ccccc23)NC(=O)c2ccco2)n1	3%	-12%	12%	-4%	9.4%
CCN(CC)C(=O)CSc1nc2sc3c(c2c(=O)n1-c1ccc(C)cc1)CC(C)(C)SC3	8%	13%	23%	-9%	3.0%
CSc1nc2c(cnn2-c2ccccc2)c(=O)n1N	-6%	5%	5%	-9%	0.4%
O=C(c1ccccc1)N1CCN2C(=O)c3ccccc3C12c1ccc(Cl)cc1 (centres undefined)	5%	4%	-3%	5%	4.9%
O=C1C2C3c4ccccc4C(c4ccccc43)[C@@H]2C(=O)N1c1cccnc1 (some centres undefined)	-1%	-8%	2%	-8%	6.7%
Cn1c(=O)c2c(ncn2CC(=O)OCCCC(=O)c2ccc(Br)cc2)n(C)c1=O	6%	3%	1%	.	0.5%
CC(=O)c1ccc(-c2c(C)cc3oc(=O)cc(-c4ccccc4)c3c2C)cc1	.	-11%	.	.	2.5%
COC(=O)c1c(NC(=O)C(=O)N2CCCC2)sc2c1CC(C)(C)OC2	9.5µM*	2%	9%	11%	4.5%
Cc1cc2c(cc(C(=O)OC(C)C(=O)NCc3ccc(F)cc3)n2C)o1 (centres undefined)	.	-8%	.	.	0.2%
COC(=O)N/N=C/c1ccc(-c2ccccc2Cl)o1	30%	1%	17%	-5%	2.0%
CCCNC(=O)COC(=O)c1ccc(-c2ccccc2)cc1	1%	-2%	47%	3%	1.0%
COc1ccc(CCNC(=O)c2ccc([N+](=O)[O-])cc2)cc1	7%	0%	24%	4%	0.1%
CCOC(=O)CSC1=Nc2ccccc2C2=NC(CC(=O)NCc3cccs3)C(=O)N12 (centres undefined)	4%	-8%	20%	-12%	2.1%
Cc1ccc(-n2nnnc2CNC(=O)c2ccc([N+](=O)[O-])o2)cc1C	?	-2%	i	1%	6.0%
O=C(Nc1ncccc1O)c1ccc2c(c1)OCCO2	4%	-3%	-9%	-6%	6.3%
CCOc1ccccc1NC(=O)COC(=O)C1CCC1	2%	14%	17%	3%	1.4%

(continued)
SMILES	M. tuberculosis HTS	H1N1 NS1A inhibition	tuberculosis growth	Salmonella PhoP GFP	VEEV TC-83 Vero	others
CCN(CC)C(=S)Nc1cc(C(=O)OC)ccc1C(=O)OC	2%	21%	74%	-5%	i
Cn1ccnc1C(OC(=O)c1ccc(Cl)cc1)C(F)(F)F (centres undefined)	-2%	-4%	5%	6%	i
Cc1ccc(N(Cc2cc3ccc(C)cc3[nH]c2=O)S(=O)(=O)c2ccccc2)c(C)c1	3%	7%	.	-7%	4.0%
Cc1cc2ccccn2c1C(=O)c1cccc(S(=O)(=O)N2CCOCC2)c1	8%	3%	16%	2%	6.6%
COc1ccc(Cl)cc1NC(=O)CSC1=NN2CCCC(=O)N=C2S1	67%	-5%	17%	14%	1.1%
CC1CN(c2ccc(Oc3ccccc3)cc2)c2nc3c(c(=O)n(CC(N)=O)c(=O)n3C)n2C1 (centres undefined)	1%	9%	.	-9%	11%
Cc1ccc(C2CC(c3ccc(Cl)cc3)n3nc(N)nc3N2)cc1 (centres undefined)	-1%	-10%	66%	1%	0.8%
Cc1ccc(NC(=O)C2CCCN(C(=O)Nc3ccc(F)cc3)C2)cc1 (centres undefined)	6%	2%	-7%	-2%	0.5%
CCOc1cccc2cc(C(=O)NCc3cccnc3)c(=O)oc12	6%	-1%	-6%	0%	i
CCC1Sc2ccccc2N(CC(=O)NC2CCCCC2)C1=O (centres undefined)	-3%	-6%	2%	3%	9.4%
Cc1cc(C)cc(N2C(=O)CSC2c2ccccn2)c1 (centres undefined)	-4%	-4%	-12%	12%	0.5%
CCn1ccnc1CNCc1cn(-c2cc(C)ccc2C)nc1-c1ccccc1	63%	12µM*	76%	-7%	4.2%
COc1ccc(C=Nc2cccnc2N)cc1	1%	20%	-3%	-2%	i
Cc1cc(Br)ccc1NC(=O)CN(C)C(=O)c1cccc(S(=O)(=O)N2CCN(C)CC2)c1	.	-9%	.	.	2.6%

Screening results from PubChem.
